Bioassay records as filed in PubChem.
PPC-1+TRAIL kill – kills PPC-1 cancer cells in the presence of TRAIL; PPC-1 cells + TRAIL, ATPLite viability luminescence; cell killing (% activity), % at 4 µM; actives 0.41% (n = 220,000); AID 1443;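 active means cell killing above 50% in the first pass at 4 µM, then a duplicate retest at 5 µM averaging 50% or more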;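 further: plate controls were cells with TRAIL plus DMSO for no effect and medium-only wells lacking cells for full effect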
L929 necroptosis – blocks zVAD induced death of L929 cells; AID 1377; actives 0.38% (n = 220,000); L929 zVAD necroptosis rescue, ATP luminescence, 24 h; with zVAD 60 µM; viability rescue, % at 10 µM;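 active means activation, scaled between plate controls, above about 75%, limit read from the data; inactive means activation under that limit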;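 further: 0% = zVAD with DMSO and 100% = DMSO alone without zVAD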
PGE2 EP2 inh – EP2 receptor (human) inhibition; P43116; C6 glioma cells expressing human EP2, cAMP TR-FRET; cells stimulated with saturating PGE2; inhibition, % at 25 µM; actives 0.52% (n = 260,000); AID 1422;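 active means percent inhibition above 40 after rounding to a whole number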;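 further: rat C6 glioma host cells with rolipram phosphodiesterase inhibitor present; the protocol text gives 20 µM as final concentration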
Target sequence (P43116 whole entry, looked up): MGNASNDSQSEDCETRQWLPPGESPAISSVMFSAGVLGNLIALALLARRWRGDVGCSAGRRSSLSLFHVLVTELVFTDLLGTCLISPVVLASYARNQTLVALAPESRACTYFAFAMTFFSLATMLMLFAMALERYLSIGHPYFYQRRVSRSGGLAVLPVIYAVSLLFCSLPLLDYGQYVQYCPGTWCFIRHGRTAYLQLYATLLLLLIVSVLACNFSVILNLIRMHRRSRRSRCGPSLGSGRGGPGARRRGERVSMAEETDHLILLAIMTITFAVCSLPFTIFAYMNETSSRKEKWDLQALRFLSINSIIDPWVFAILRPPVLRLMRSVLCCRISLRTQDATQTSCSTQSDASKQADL
CHOP inhibitor – CHOP inhibition in unfolded protein response | inhibition, % at 10 µM | CHO-K1 CHOP-promoter luciferase, tunicamycin-induced, 15-18 h | actives 3.8% (n = 220,000) | AID 2732;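 active means compounds that reduced the stress-induced luciferase reporter signal by more than about 70% of percent inhibition, limit read from the data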;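 further: 0% = tunicamycin plus vehicle and 100% = wells without tunicamycin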
Wee1 degr inh – blocks degradation of human Wee1 kinase | P30291 | reporter increase, % at 5 µM | actives 1.2% (n = 220,000) | HeLa Luc-Wee1K328M stability, luciferase luminescence; 100% = proteasome inhibitor MG132 effect;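 active means activation above the mean of all tested compounds plus 3 SD, set per screening run, cut at about 8.8% in these data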;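 further: cells exposed to compound for 20 h before luminescence read; 0% = DMSO alone and 100% = MG132 at 30 µM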
Target sequence (P30291 whole entry K328M): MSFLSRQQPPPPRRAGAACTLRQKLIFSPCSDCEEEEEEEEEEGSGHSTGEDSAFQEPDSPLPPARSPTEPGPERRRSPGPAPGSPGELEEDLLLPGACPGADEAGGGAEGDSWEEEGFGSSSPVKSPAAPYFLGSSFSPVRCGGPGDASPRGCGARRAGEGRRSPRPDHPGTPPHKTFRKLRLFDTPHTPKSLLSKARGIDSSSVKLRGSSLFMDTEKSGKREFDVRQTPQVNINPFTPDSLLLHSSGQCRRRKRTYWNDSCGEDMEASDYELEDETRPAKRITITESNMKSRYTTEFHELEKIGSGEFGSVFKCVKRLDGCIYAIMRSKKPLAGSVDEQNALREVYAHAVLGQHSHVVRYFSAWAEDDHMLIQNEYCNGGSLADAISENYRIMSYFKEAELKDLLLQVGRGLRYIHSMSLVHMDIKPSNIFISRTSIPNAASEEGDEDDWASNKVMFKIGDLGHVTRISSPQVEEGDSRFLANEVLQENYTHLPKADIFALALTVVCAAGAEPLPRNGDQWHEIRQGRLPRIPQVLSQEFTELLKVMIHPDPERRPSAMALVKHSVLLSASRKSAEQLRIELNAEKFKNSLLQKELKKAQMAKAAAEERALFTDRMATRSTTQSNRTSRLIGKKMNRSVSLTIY
TNF necrop inh – inhibitors of TNF-alpha induced necroptosis in Jurkat FADD-/- cells; activation (protection from cell death), % at 10 µM; Jurkat FADD-/- TNF necroptosis rescue, ATP luminescence, 24 h; 0 = TNF only, 100 = no-TNF cells; AID 463075; actives 0.068% (n = 220,000);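 active means activation, meaning protection from cell death, of at least 50% relative to plate controls; inactive means activation below 50%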;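 further: necroptosis triggered by 40 ng/mL TNF-alpha added together with compound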
FXIIa inh 1536 – factor XIIa (human) inhibition; P00748; purified FXIIa, Boc-QGR-AMC fluorogenic substrate, 2 h; inhibition, % at 5 µM; actives 0.3% (n = 220,000); in the data active means inhibition above about 40%;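 further: 0% = enzyme with no compound and 100% = blank without enzyme; many of its hits are not listed in these tables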
Tb hexokinase – T. brucei hexokinase 1 inhibition. recombinant TbHK1, G6PDH-coupled NADH A340. inhibition, % at 10 µM. actives 0.11% (n = 220,000). AID 1430;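 active means inhibition of 50% or more in the single-dose primary screen; inactive means inhibition below 50%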
FXIa inh – inhibitors of human coagulation factor XIa; actives 0.14% (n = 220,000); purified FXIa, Boc-Glu-Ala-Arg-AMC fluorogenic substrate; inhibition, % at 5 µM; P03951; AID 798;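 active means inhibition of at least 40%; inactive means inhibition below 40%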;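 further: fluorescence of freed AMC excited at 355 nm; 0% = enzyme without compound and 100% = no enzyme blank; many of its hits are not listed in these tables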
Active calls of the source: *; & = joins results of further samples; [ ] = remark or other dose. A portion of the library; the hit share may differ from the screen's.

How did CCn1cc(CN2CCN(Cc3cccc(OC)c3)C(CCO)C2)c(C)n1 (stereo not given) do in these assays?
L929 necroptosis: 0.6; PGE2 EP2 inh: 8; CHOP inhibitor: -3; Wee1 degr inh: -1; TNF necrop inh: 1.2; FXIIa inh 1536: 5; Tb hexokinase: 1; FXIa inh: -3

What do the screens show for `C/C(N)=C(/C#N)C(=O)COC(=O)CNC(=O)c1ccc(Cl)cc1Cl`?
PPC-1+TRAIL kill: -16; L929 necroptosis: 2.0; PGE2 EP2 inh: 11; CHOP inhibitor: -22; Wee1 degr inh: 0; TNF necrop inh: 0.2; FXIIa inh 1536: 5; Tb hexokinase: 3; FXIa inh: 0

How did Cc1cccc(C2=NNC(=O)C(c3ccc(Cl)cc3)C2)c1 (stereo not given) do in these assays?
PPC-1+TRAIL kill: 21; L929 necroptosis: 2.3; PGE2 EP2 inh: 5; CHOP inhibitor: 35; Wee1 degr inh: 0; TNF necrop inh: 0.7; FXIIa inh 1536: 3; Tb hexokinase: 6; FXIa inh: -2

How did O=C(Nc1ccccc1)N1C(=O)C2(OCCO2)c2ccccc21 do in these assays?
PPC-1+TRAIL kill: 13; L929 necroptosis: 0.0; PGE2 EP2 inh: 8; CHOP inhibitor: 0; Wee1 degr inh: 3; TNF necrop inh: -0.6; FXIIa inh 1536: -34; Tb hexokinase: 4; FXIa inh: -15

How did Cc1cc(C)c(NC(=O)CSc2nnc(Cc3cccn3C)n2-c2ccc(F)cc2)c(C)c1 do in these assays?
PPC-1+TRAIL kill: 8; L929 necroptosis: -0.3; PGE2 EP2 inh: 3; CHOP inhibitor: 19; Wee1 degr inh: -2; TNF necrop inh: 0.3; FXIIa inh 1536: 15; Tb hexokinase: -1; FXIa inh: 3

What do the screens show for `CC1=C(C(N)=O)C(c2ccc3c(c2)OCO3)n2nc(-c3cccc(C)c3)nc2N1` (stereo not given)?
L929 necroptosis: 0.6; PGE2 EP2 inh: 5; CHOP inhibitor: 33; Wee1 degr inh: -3; TNF necrop inh: 9.0; FXIIa inh 1536: 3; Tb hexokinase: -4; FXIa inh: -2

What do the screens show for `COc1ccc(-n2cc(CNCC3CC(=O)N(C4CC4)C3)c(-c3ccccc3Cl)n2)cc1` (stereo not given)?
PPC-1+TRAIL kill: -1; L929 necroptosis: -1.2; PGE2 EP2 inh: 9; CHOP inhibitor: 12; Wee1 degr inh: 0; TNF necrop inh: 1.5; FXIIa inh 1536: 14; Tb hexokinase: 1; FXIa inh: 0

What do the screens show for `COCCn1c(SCC(=O)Nc2cccc(C)n2)nnc1-c1ccco1`?
PPC-1+TRAIL kill: 22; L929 necroptosis: 0.7; PGE2 EP2 inh: 10&6; CHOP inhibitor: 16; Wee1 degr inh: -1; TNF necrop inh: -0.3; FXIIa inh 1536: 3; Tb hexokinase: -1; FXIa inh: -3

What do the screens show for `COCCN(Cc1cc2cc3c(cc2n2nnnc12)OCO3)C(=O)c1ccccc1F`?
PPC-1+TRAIL kill: 1; L929 necroptosis: -0.1; PGE2 EP2 inh: 1; CHOP inhibitor: 4; Wee1 degr inh: 4; TNF necrop inh: -0.8; FXIIa inh 1536: 17; Tb hexokinase: -20; FXIa inh: 4

Results for CNCC/C=C1/c2ccccc2CSc2ccccc21 ?
PPC-1+TRAIL kill: 10; L929 necroptosis: 0.8; PGE2 EP2 inh: 9; CHOP inhibitor: 23; Wee1 degr inh: -2; TNF necrop inh: 2.2; FXIIa inh 1536: 12; Tb hexokinase: 5; FXIa inh: 4

Results for Cn1nc(-c2ccc(Cl)cc2)c2cc(C(=O)NCCN3CCOCC3)sc21 ?
PPC-1+TRAIL kill: 13; L929 necroptosis: 4.0; PGE2 EP2 inh: 16; CHOP inhibitor: 27; Wee1 degr inh: 2; TNF necrop inh: 2.0; FXIIa inh 1536: 4; Tb hexokinase: -24; FXIa inh: -1

Results for Cc1ccn2cc(-c3cc4ccccc4oc3=O)nc2c1 ?
PPC-1+TRAIL kill: 10; L929 necroptosis: 1.4; PGE2 EP2 inh: 7; CHOP inhibitor: 105*; Wee1 degr inh: -2; TNF necrop inh: -3.0; FXIIa inh 1536: 4; Tb hexokinase: -7; FXIa inh: -3

What do the screens show for `CN(C)c1nc(C(F)(F)F)cc(=O)[nH]1`?
PPC-1+TRAIL kill: 12; L929 necroptosis: 0.2; PGE2 EP2 inh: 3; CHOP inhibitor: 4; Wee1 degr inh: -1; TNF necrop inh: -1.1; FXIIa inh 1536: 11; Tb hexokinase: -10; FXIa inh: 4

Results for COc1cccc(OC)c1C(=O)NC(=S)N1CCOCC1 ?
PPC-1+TRAIL kill: 12; L929 necroptosis: 0.0; PGE2 EP2 inh: 3; CHOP inhibitor: -1; Wee1 degr inh: 1; TNF necrop inh: -1.3; FXIIa inh 1536: 12; Tb hexokinase: 10; FXIa inh: 4

Results for CCN(CC)c1ccc(NC(=O)c2cccnc2)cc1 ?
PPC-1+TRAIL kill: 14; L929 necroptosis: 0.3; PGE2 EP2 inh: 9; CHOP inhibitor: -4; Wee1 degr inh: 1; TNF necrop inh: 0.1; FXIIa inh 1536: 0; Tb hexokinase: -22; FXIa inh: -2

At a glance, two of the compounds above.
What do the screens show for `COCCn1c(SCC(=O)Nc2cccc(C)n2)nnc1-c1ccco1`?
PPC-1+TRAIL kill: 22; L929 necroptosis: 0.7; PGE2 EP2 inh: 10&6; CHOP inhibitor: 16; Wee1 degr inh: -1; TNF necrop inh: -0.3; FXIIa inh 1536: 3; Tb hexokinase: -1; FXIa inh: -3

What do the screens show for `COCCN(Cc1cc2cc3c(cc2n2nnnc12)OCO3)C(=O)c1ccccc1F`?
PPC-1+TRAIL kill: 1; L929 necroptosis: -0.1; PGE2 EP2 inh: 1; CHOP inhibitor: 4; Wee1 degr inh: 4; TNF necrop inh: -0.8; FXIIa inh 1536: 17; Tb hexokinase: -20; FXIa inh: 4

Next entries follow.
How did Cn1c(=O)c(C(=O)NC2CCCCCCC2)c(O)c2ccccc21 do in these assays?
PPC-1+TRAIL kill: -20; L929 necroptosis: 0.1; CHOP inhibitor: 12; Wee1 degr inh: 1; TNF necrop inh: 1.9; FXIIa inh 1536: 21; Tb hexokinase: 5; FXIa inh: 16

What do the screens show for `S=C(NCC1CC1)N/N=C/c1ccccc1Cl`?
PPC-1+TRAIL kill: -11; L929 necroptosis: 0.0; PGE2 EP2 inh: 13; CHOP inhibitor: -26; Wee1 degr inh: 2; TNF necrop inh: 0.3; FXIIa inh 1536: 6; Tb hexokinase: -15; FXIa inh: 1

What do the screens show for `CCOc1cc(C(=O)NCCN2CCOCC2)cc(OCC)c1OCC`?
PPC-1+TRAIL kill: 6; L929 necroptosis: 0.6; PGE2 EP2 inh: 16; CHOP inhibitor: -3; Wee1 degr inh: -1; TNF necrop inh: -0.1; FXIIa inh 1536: 12; Tb hexokinase: 0; FXIa inh: 3

Results for COc1ccc(Nc2nnc(SC(C(=O)Nc3ccc(OC)c(Cl)c3)c3ccccc3)s2)cc1 (stereo not given) ?
PPC-1+TRAIL kill: 28; L929 necroptosis: -0.1; PGE2 EP2 inh: 5; CHOP inhibitor: 33; Wee1 degr inh: 3; TNF necrop inh: 0.3; FXIIa inh 1536: 6; Tb hexokinase: 0; FXIa inh: 1

Results for Cc1ccc(N2C(=O)N(c3ccc(C)cc3)C3CS(=O)(=O)CC32)cc1 (stereo not given) ?
PPC-1+TRAIL kill: -3; L929 necroptosis: 0.7; PGE2 EP2 inh: 13; CHOP inhibitor: 5; Wee1 degr inh: 0; TNF necrop inh: 0.5; FXIIa inh 1536: 5; Tb hexokinase: -5; FXIa inh: -4

Results for CCOc1[nH]n(-c2ccc(Cl)cc2)c(=O)c1C=NCc1cccnc1 ?
PPC-1+TRAIL kill: 12; L929 necroptosis: 6.9; PGE2 EP2 inh: 10; CHOP inhibitor: -7; Wee1 degr inh: -2; TNF necrop inh: 0.2; FXIIa inh 1536: 7; Tb hexokinase: -5; FXIa inh: -3

How did CC(=O)c1ccc2c(c1)OCCOCCOCCO2 do in these assays?
PPC-1+TRAIL kill: 31; L929 necroptosis: 1.0; PGE2 EP2 inh: 5; CHOP inhibitor: 23; Wee1 degr inh: -2; TNF necrop inh: 1.8; FXIIa inh 1536: 7; Tb hexokinase: -5; FXIa inh: 4

Results for OC(CN1CCOCC1)c1ccc(F)cc1 (stereo not given) ?
PPC-1+TRAIL kill: 0; L929 necroptosis: 1.2; PGE2 EP2 inh: -1; CHOP inhibitor: 9; Wee1 degr inh: -3; TNF necrop inh: 1.0; FXIIa inh 1536: 15; Tb hexokinase: 11; FXIa inh: 13

What do the screens show for `NC(=O)Nc1ccc(Oc2ncc(C(F)(F)F)cc2Cl)cc1`?
PPC-1+TRAIL kill: 16; L929 necroptosis: 0.2; PGE2 EP2 inh: 9; CHOP inhibitor: -25; Wee1 degr inh: 0; TNF necrop inh: -0.6; FXIIa inh 1536: 0; Tb hexokinase: -1; FXIa inh: -6

Results for COC(=O)c1cc(CSc2nc3ccc(C)cc3[nH]2)oc1C ?
PPC-1+TRAIL kill: 6; L929 necroptosis: -0.1; PGE2 EP2 inh: 16; Wee1 degr inh: -1; TNF necrop inh: -0.9; Tb hexokinase: 3

What do the screens show for `CS(=O)c1nc(-c2ccc(Br)cc2)cc(-c2ccccc2)c1C#N` (stereo not given)?
PPC-1+TRAIL kill: 71*[5 µM]; L929 necroptosis: 20; PGE2 EP2 inh: 15; Wee1 degr inh: 3; TNF necrop inh: -22; FXIIa inh 1536: 16; Tb hexokinase: -7; FXIa inh: 1

How did CC(=O)N(C(C)=O)c1nc(-c2ccccc2)cn1/N=C/c1cccc([N+](=O)[O-])c1 do in these assays?
PPC-1+TRAIL kill: 12; L929 necroptosis: -0.4; PGE2 EP2 inh: 6; CHOP inhibitor: 92*; Wee1 degr inh: -1; TNF necrop inh: 2.1; FXIIa inh 1536: -2; Tb hexokinase: -18; FXIa inh: -5

What do the screens show for `Cc1cc(NC(=O)c2ccc(C)s2)n(-c2nc3ccccc3[nH]2)n1`?
PPC-1+TRAIL kill: 13; L929 necroptosis: -0.3; PGE2 EP2 inh: 10; CHOP inhibitor: -28; Wee1 degr inh: 8; TNF necrop inh: 2.6; FXIIa inh 1536: 26; Tb hexokinase: -5; FXIa inh: 20

How did COc1ccc2c(c1)nc(N)n2Cc1ccccc1 do in these assays?
PPC-1+TRAIL kill: 8; L929 necroptosis: 0.1; CHOP inhibitor: -28; Wee1 degr inh: 0; TNF necrop inh: -1.7; FXIIa inh 1536: -9; Tb hexokinase: 8; FXIa inh: -6

How did C/C(=N/NC(=O)C1COc2ccccc2O1)c1ccco1 (stereo not given) do in these assays?
PPC-1+TRAIL kill: 3; L929 necroptosis: 1.6; PGE2 EP2 inh: 3; CHOP inhibitor: 10; Wee1 degr inh: 0; TNF necrop inh: 1.0; FXIIa inh 1536: 4; Tb hexokinase: -2; FXIa inh: -5

How did CC1(C)CC(=O)C2=C(C1)OC(N)=C(C#N)C21CCN(Cc2ccccc2)CC1 do in these assays?
PPC-1+TRAIL kill: 16; L929 necroptosis: 0.4; PGE2 EP2 inh: 7; CHOP inhibitor: 13; Wee1 degr inh: -1; TNF necrop inh: 0.0; FXIIa inh 1536: 6; Tb hexokinase: -3; FXIa inh: 1

What do the screens show for `Cc1cc(NC(CC(C)C)C(=O)O)nc(Cc2ccccc2)n1` (stereo not given)?
PPC-1+TRAIL kill: 29; L929 necroptosis: 2.2; PGE2 EP2 inh: 13; CHOP inhibitor: 11; Wee1 degr inh: 5; TNF necrop inh: 0.4; FXIIa inh 1536: -4; Tb hexokinase: -3; FXIa inh: -20

Results for NC(=O)c1cnn(Cc2ccc(Cl)cc2)c1N ?
PPC-1+TRAIL kill: -1; L929 necroptosis: -0.1; PGE2 EP2 inh: 5&16; CHOP inhibitor: 10; Wee1 degr inh: -2; TNF necrop inh: -0.7; FXIIa inh 1536: 12; Tb hexokinase: -3; FXIa inh: 7
